Exocytosis inh: LAMP-1 surface exposure blockers, TALL-104 cells – cell-based, flow cytometry, MLPCN library, primary screen; TALL-104 LAMP-1 surface exposure; cells stimulated with thapsigargin and PMA; inhibition, % at 10 µM; 0.66% of 360,000 active; AID 651702, 2012;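 active means inhibition above about 55%, limit read from the data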
HTR2A ag: mouse Htr2a agonists via beta-arrestin recruitment, primary screen, cell-based, luminescence. 0.66% of 360,000 active. 5-hydroxytryptamine receptor 2A (Mus musculus), P35363. CHO-K1 mHTR2A beta-arrestin complementation; percent of 30 µM serotonin response. activation, % at 7.6 µM;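 active means activation above a run cutoff, the mean activation of all tested compounds plus 3 SD, cut at about 14% in these data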;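 further: 0% = plate median of compound wells and 100% = 30 µM serotonin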
Target sequence (P35363 whole entry, looked up): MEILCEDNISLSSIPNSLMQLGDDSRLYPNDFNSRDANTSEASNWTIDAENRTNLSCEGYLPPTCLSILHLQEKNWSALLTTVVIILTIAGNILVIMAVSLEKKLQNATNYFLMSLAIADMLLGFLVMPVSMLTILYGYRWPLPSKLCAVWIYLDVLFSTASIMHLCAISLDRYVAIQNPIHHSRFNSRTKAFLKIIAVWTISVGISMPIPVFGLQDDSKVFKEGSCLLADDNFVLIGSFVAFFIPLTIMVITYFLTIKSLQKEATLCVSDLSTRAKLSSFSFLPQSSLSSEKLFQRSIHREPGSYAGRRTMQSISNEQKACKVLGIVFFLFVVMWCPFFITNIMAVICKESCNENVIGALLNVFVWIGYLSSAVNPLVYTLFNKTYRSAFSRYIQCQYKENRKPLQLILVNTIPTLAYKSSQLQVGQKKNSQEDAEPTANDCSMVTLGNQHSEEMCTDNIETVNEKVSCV
MC4R barr agon: MC4R agonists recruiting beta-arrestin, primary screen, cell-based, luminescence, agonist arm of biased-ligand search | U2OS MC4R beta-arrestin complementation; percent of melanotan II response, DMSO zero | activation, % at 8.9 µM | Melanocortin receptor 4 (Homo sapiens), P32245 | 0.98% of 360,000 active;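 active means activation above a per-plate cutoff, the mean activation of sample wells on that plate plus 3 SD, cut at about 8% in these data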
Target sequence (P32245 whole entry, looked up): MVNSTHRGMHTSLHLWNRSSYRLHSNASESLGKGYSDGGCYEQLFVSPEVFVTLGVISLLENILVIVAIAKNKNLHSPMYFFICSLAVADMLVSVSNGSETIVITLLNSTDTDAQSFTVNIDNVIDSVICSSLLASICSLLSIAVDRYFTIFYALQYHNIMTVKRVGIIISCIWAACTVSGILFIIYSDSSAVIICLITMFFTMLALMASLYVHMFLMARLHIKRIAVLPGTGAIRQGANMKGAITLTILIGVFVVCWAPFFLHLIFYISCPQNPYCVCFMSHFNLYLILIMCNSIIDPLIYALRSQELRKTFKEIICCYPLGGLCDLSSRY
N-glyco inh: increase of ERlucT glycosylation luciferase signal, primary screen, N-linked glycosylation inhibitor project, D54 ERlucT cells, luminescence, set 2 | AID 588692, 2011 | D54 ERlucT glycosylation luciferase reporter, 24 h; percent of 100 nM tunicamycin response | 0.23% of 360,000 active | reporter increase, % at 12.5 µM;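 active means mean luciferase reporter signal, scaled so untreated is 0 and the glycosylation-blocking control 100, at or above a set limit in every replicate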;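 further: luciferase carries N-glycosylation sites so blocking glycosylation raises the light; 0% = median of neutral control wells and 100% = median of 100 nM tunicamycin wells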
iPSC survival up: enhancers of single-cell hiPSC survival, primary screen, ATPlite luminescence | 0.044% of 360,000 active | 100% = ROCK inhibitor wells, 0% = DMSO | survival enhancement, % at 20 µM; in the data active means survival enhancement above about 18%;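 further: cells exposed to compounds for 16 hours before the ATP read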
aDG glyco act: activators of alpha-DG glycosylation, primary screen, uHTS, Pro5-aDG cells, AlphaScreen; alpha-DG glycosylation AlphaScreen (IIH6); 0% Pro5, 100% B10-LARGE cell signal; activation, % at 10 µM; 0.22% of 360,000 active; AID 624168, 2012;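 active means activation of at least 8% versus controls, or a plate z-score of at least 8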;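 further: Pro5 are CHO cells carrying HIG-tagged alpha-DG that lacks glycosylation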
ABHD5-PLIN5 inh: ABHD5-PLIN5 interaction inhibitors, primary screen, cell lysate, split luciferase complementation, luminescence; Split G. princeps luciferase complementation, 4 h; Perilipin-5 (Homo sapiens) + 1-acylglycerol-3-phosphate O-acyltransferase ABHD5 (Homo …; inhibition, % at 4 µM; 0.78% of 360,000 active; AID 602281, 2012;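 active means inhibition above the mean inhibition across every tested compound plus 3 SD, cut at about 22% in these data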;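 further: 0% = DMSO only wells and the 100% control is not disclosed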
MC4R antagonist: MC4R antagonists of cAMP signaling, primary screen, cell-based, TR-FRET, antagonist arm of biased-ligand search; Melanocortin receptor 4 (Homo sapiens), P32245; MC4R-expressing cells, MTII-stimulated cAMP, LANCE TR-FRET; inhibition, % at 6.5 µM; 0.48% of 360,000 active;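 active means inhibition above its plate's cutoff, the mean of tested wells on that plate plus 3 SD, cut at about 29% in these data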;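 further: 0% = Melanotan II alone and 100% = Melanotan II plus saturating MCL0020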
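Material: human MC4R-expressing U2OS cells. Probe or stimulus: Melanotan II challenge. Dosing: 6.5 µM single dose. Times: 30-min compound, 1-h challenge, 1-h detection, room temperature. Technique: TR-FRET with Eu-cAMP and labeled anti-cAMP, 671 nm. Replication: singlicate.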
ABCB6 inh MLPCN: ABCB6 transporter inhibitors, primary screen, K562-ABCB6 cells, flow cytometry, MLPCN library; ATP-binding cassette sub-family B member 6 (Homo sapiens), Q9NP58; K562-ABCB6 porphyrin accumulation, 1 h; hits give low values; fluorescence ratio to DMSO, % at 10 µM; 0.19% of 360,000 active;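 active means fluorescence ratio to DMSO below 75%, the collection mean minus 3 SD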;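 further: signal is porphyrin accumulated inside mitochondria; 100% equals median channel fluorescence of DMSO control wells; lower ratio means ABCB6 inhibition with less porphyrin fluorescence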
Cardio protect: cardioprotection against H2O2-induced cell death, primary screen, uHTS, H9c2 cells, ATPLite luminescence; H9c2 cardiomyocytes, H2O2 injury protection, 2 h; protection from H2O2 cell death, % at 20 µM; 0.63% of 360,000 active;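 active means compounds giving at least 50% protection of heart cells from peroxide-induced death in the single-dose screen, raw or plate-pattern-corrected value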;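 further: 0% = DMSO wells with peroxide and 100% = DMSO wells without peroxide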
* hit, by the source's call; / = no result given; & = joins results of further samples.

SMILES	Exocytosis inh	HTR2A ag	MC4R barr agon	N-glyco inh	iPSC survival up	aDG glyco act	ABHD5-PLIN5 inh	MC4R antagonist	ABCB6 inh MLPCN	Cardio protect
CCOc1ccc(C2CC(c3cccc(C)c3)n3nc(N)nc3N2)cc1 (stereo unspecified)	-4	5	1.9	0	-3.2	0.3	-8	15	100	-12
CCN(c1ccccc1)S(=O)(=O)c1ccc(C(=O)N(C)CCc2ccc(OC)c(OC)c2)cc1	25	-7	1.4	0	-0.3	1.0	0	7	99	10
O=C(NC1CCCCCC1)C(=S)N1CCCC1	0	-2	-3.5	1	0.1	-0.1	-9	-1	94	-1
Cc1ccc(S(=O)(=O)N2C[C@@H](C)[C@]3(C2)[C@H](O)[C@H](OC(=O)NCc2ccco2)C[C@H]2C(=O)N(c4ccccc4)C(=O)[C@H]23)cc1	-12	1	-1.0	1	4.9	0.3	9	3	102	-3
O=C(O)CCC(=O)Nc1cccc2cccnc12	0	1	-0.7	1	0.2	0.1	0	26	95	-9
O=C(Nc1ccc2c(c1)OCO2)c1c(F)c(F)c(F)c(F)c1F	-5	4	1.2	5	-1.7	0.4	-4	17	101	1
CN(c1ccccc1)S(=O)(=O)c1cccc(C(=O)N2CCN(c3ccccn3)CC2)c1	12	-5	0.4	-1	0.5	-0.1	6	11	102	14
O=C1CCC/C(=N\NC(=O)c2ccc(NS(=O)(=O)c3ccc(Br)cc3)cc2)C1	-7	-2	-1.4	0	1.0	-0.2	5	7	104	-2
Cc1ccc2c(c1)C(=O)CCCCC(=O)N2	0	-1	-0.6	2	0.1	-0.1	3	6	99	-3
Cc1nn(Cc2ccc(Cl)cc2)c(Cl)c1/C=N/NC(=O)CNc1ccccc1F	5	-1	7.8	10	0.8	0.9	0	1	89	0
COc1ccccc1C(=O)NC(CCSC)C(=O)NCC(c1ccccc1OC)N1CCCC1 (stereo unspecified)	2	10	0.4	1	-0.1	-0.1	2	8	102	0
Cn1c(N)c(C(=O)COC(=O)c2cccnc2Cl)c(=O)n(C)c1=O	0	2	1.0	0	3.5	-0.1	4	13	100	4
COCCN1C[C@@H](CO)O[C@@H](n2cnc3c(NC4CCC4)ncnc32)C1	-9	6	-1.8	1	4.0	-0.2	5	0	96	8
O=C(C(=O)N1CCC(Cc2ccccc2)CC1)c1ccccc1	28&2	-10&-7	/	/	/	0.4&0.0	-11&-2	/	/	/
O=C(COC(=O)c1cc(=O)[nH]c(=O)[nH]1)Nc1ccccc1F	-1	5	-2.5	-1	-1.1	-0.3	2	6	91	1
O=C(CCCN1C(=O)c2ccccc2C1=O)NCc1cccnc1	2	-1	-0.4	2	-0.6	0.0	1	-5	86	16
COc1cc2ccccc2cc1C(=O)Nc1ccncc1	0	-1	-0.9	6	0.5	0.8	-5	-4	93	-7
CC(C)C(NC(=O)c1ccc(F)cc1)C(=O)OCC(=O)N1CC(=O)Nc2ccccc21 (stereo unspecified)	2	-5	-3.1	8	13	-0.1	-2	10	98	-2
CN(Cc1ccccc1)C(=O)c1ccc(Nc2nc(C(N)Cc3ccc(C(F)(F)F)cc3)cs2)nc1 (stereo unspecified)	32	5	40*	-3	-0.9	-0.5	6	20	99	-22
Cc1ccc(C(=O)OCC(=O)Nc2c(C)n(C)n(-c3ccccc3)c2=O)cc1[N+](=O)[O-]	-1	4	-2.8	2	1.7	-0.5	0	6	92	2
CC(=NNC(=O)Cn1ccc(C(F)(F)F)n1)c1ccc(-n2ccnc2)cc1	-7	-5	-0.5	-1	1.2	0.0	-3	4	103	-1
Cc1ccc(S(=O)(=O)N2CCN(Cc3cc(C(C)C)ccc3O)CC2)cc1	-2	-8	0.9	-3	-1.3	0.0	-11	3	98	-20
CNc1nc2ccccc2n1CC(=O)c1ccccc1	-1	-7	-0.8	0	0.6	0.1	13	-4	98	-3
CN(C(=S)Nc1ccccc1)c1ccccc1	0	2	-1.4	2	-0.4	-0.1	0	12	102	-5
NS(=O)(=O)c1ccc(NNC(=O)c2cccs2)cc1	-7	1	-2.9	0	-0.1	-0.2	-10	-1	98	5

Full records, looked up by structure:
Cc1ccc(C(=O)OCC(=O)Nc2c(C)n(C)n(-c3ccccc3)c2=O)cc1[N+](=O)[O-] is listed with Exocytosis inh: -1; HTR2A ag: 4; MC4R barr agon: -2.8; N-glyco inh: 2; iPSC survival up: 1.7; aDG glyco act: -0.5; ABHD5-PLIN5 inh: 0; MC4R antagonist: 6; ABCB6 inh MLPCN: 92; Cardio protect: 2
O=C(CCCN1C(=O)c2ccccc2C1=O)NCc1cccnc1 is listed with Exocytosis inh: 2; HTR2A ag: -1; MC4R barr agon: -0.4; N-glyco inh: 2; iPSC survival up: -0.6; aDG glyco act: 0.0; ABHD5-PLIN5 inh: 1; MC4R antagonist: -5; ABCB6 inh MLPCN: 86; Cardio protect: 16

Following part
SMILES	Exocytosis inh	HTR2A ag	MC4R barr agon	N-glyco inh	iPSC survival up	aDG glyco act	ABHD5-PLIN5 inh	MC4R antagonist	ABCB6 inh MLPCN	Cardio protect
O=C(CCc1ccccc1)NNC(=O)COc1ccc([N+](=O)[O-])cc1	0	0	-2.5	1	0.3	-0.2	-10	3	97	0
Cc1ccc(NC(=O)CCCc2c[nH]c3ccccc23)nc1	-3	-2	-3.9	-1	2.8	0.0	1	7	100	-1
O=C(c1ccc([N+](=O)[O-])o1)N1CCc2ccccc21	9	4	-1.2	9	-0.4	1.0	3	-5	99	-4
Cc1ccc(S(=O)(=O)NC2CCCC2)cc1C(N)=O	6	1	1.9	5	0.8	0.0	4	10	97	-4
Cc1ccc(-c2nnc(N(C)C(=O)c3ccncc3)s2)cn1	-1	1	0.7	1	-1.7	-0.1	-2	4	99	-3
Cn1c(SCC(=O)Nc2nc(C(C)(C)C)cs2)nnc1C1CC1	-8	-2	-3.5	2	-1.6	0.8	-4	-3	95	-5
O=C(Nc1ccn(CCOC(=O)c2ccccc2)c(=O)n1)c1ccccc1	8	-3	/	0	-0.2	-0.1	3	/	99	-1
OCCC1CN(Cc2cnn(-c3ccccc3Cl)c2)CCN1Cc1ccsc1 (stereo unspecified)	2	0	-2.4	3	-0.7	0.1	2	9	93	13
O=C(NCc1ccon1)C1CCC(=O)N(CCc2cccc(F)c2)C1 (stereo unspecified)	-13	0	-0.5	1	0.0	-0.1	3	0	96	0
COC(=O)c1ccc(C)c(NC(=O)CCn2[nH]c(=O)ccc2=O)c1	-3	2	-2.1	-1	-2.2	0.1	-2	-2	99	1
Cc1nn(-c2nc3ccccc3s2)c(N)c1-c1ccccc1	0	-7	4.6	-6	-0.9	-0.2	-13	0	102	-13
O=C(Oc1cccc(NC2=NS(=O)(=O)c3ccccc32)c1)c1cccnc1	6	3	-0.9	0	1.8	0.3	5	3	87	31
COc1ccc(Cl)cc1C(=O)NNC(=O)CCNC(C)=O	-2	1	1.5	2	-0.5	0.1	4	3	91	2
Cc1nn(CC(=O)Nc2ccc(N3CCOCC3)cc2)c(C)c1Cl	-1	-6	-2.8	-1	0.8	0.1	-2	-1	97	2
Nc1ccc(-n2nnnc2-c2ccco2)cc1	-2	-2	-0.8	0	-2.2	0.2	1	5	97	-7
CCc1ccc(NC2=NCC(=O)N2c2ccc3c(c2)OCCO3)cc1	-2	-4	0.8	2	2.2	0.3	3	6	93	-1
CCN(CC)C(=O)CSc1nc(N)c(C#N)c(-c2cccs2)c1C#N	0	-3	1.1	-3	2.8	-0.2	-2	11	104	2
CCOC(=O)C1=C(C)Nc2nc(SCc3cccnc3)nn2C1c1ccc(OC)cc1 (stereo unspecified)	0	3	-1.7	-4	-0.4	0.2	-5	3	101	28
CCC(C(=O)OC)n1cnc2scc(-c3ccc(C)c(C)c3)c2c1=O (stereo unspecified)	9	-6	0.5	2	0.1	0.1	-4	26	103	-8
O=C(NCC(=O)N1CC(O)CC1C(=O)N1CCCC1C(=O)OCc1ccccc1)OCc1ccccc1 (stereo unspecified)	1	3	-2.9	2	-0.3	0.0	1	-2	94	1
CCn1cc([N+](=O)[O-])c(C(=O)N2CCCC2)n1	-2	-3	-0.3	1	0.5	-0.1	-7	3	102	12
CCCc1cc2c(cc1NC(=O)Cc1ccccc1)OCO2	3	-3	-2.9	-6	-1.2	-0.2	3	-1	98	12
CCCCNC(=O)Nc1ccnn1C1CCCCC1	0	1	-1.5	2	-1.2	0.9	-2	-2	95	-2
Cc1ccc2c(c1)N(CC(=O)NCCCc1ccccc1)C(=O)c1cccnc1O2	3	2	-1.1	-3	2.8	-0.3	-5	19	99	41
Cc1oc(-c2cccc(Cl)c2)nc1CN1CCCC(C(=O)NC(C)c2ccc3c(c2)OCCO3)C1 (stereo unspecified)	44	-2	1.6	-5	-0.7	0.2	-1	10	99	-32

Next section.
SMILES	Exocytosis inh	HTR2A ag	MC4R barr agon	N-glyco inh	iPSC survival up	aDG glyco act	ABHD5-PLIN5 inh	MC4R antagonist	ABCB6 inh MLPCN	Cardio protect
CC(=O)OCc1nc2sc3c(c2c(=O)[nH]1)CCCC3	1	3	-0.7	1	-1.0	0.2	0	4	91	6
COc1ccc(/C=C/C(=O)OCC(=O)Nc2ccc(C)cc2)cc1S(=O)(=O)N1CCOCC1	-1	-2	-3.3	2	0.7	-0.1	-1	6	105	3
C[C@H]1COC(=O)CC/C=C\C[C@H](CC(=O)N(CCO)Cc2ccccc2)C(=O)N1	-6	3	-1.2	0	-2.0	-0.2	10	-2	100	14
COc1ccccc1OCC(=O)Nc1c2c(nn1-c1ccc(C)cc1)CS(=O)(=O)C2	-4	-3	-2.6	-1	0.2	0.2	6	-21	101	9
CN(C)c1ccc(C2NC(=O)c3ccccc3N2)cc1 (stereo unspecified)	-18	0	-0.5	-7	-0.5	0.1	10	7	98	-4
Cc1ccc(NC(=O)NC2CCCCCCC2)cc1C	0	6	3.1	0	-0.1	0.4	-3	-2	102	-6
CCN(CC)c1ccc(/C=N/N=C(N)N)c(O)c1	7	-5	-1.1	16	-0.5	-0.1	-2	-24	106	-1
CN1CCN(c2ccc([N+](=O)[O-])cc2C(=O)c2ccc(Br)cc2)CC1	6	-9	0.8	8	-1.8	-0.2	1	-5	105	4
CC(C)C(O)(C#CCN1CCCCC1)C(C)C	-9	-3	0.1	2	-0.6	-0.1	1	14	102	0
Cc1ccc(-n2cnn(-c3ccc([N+](=O)[O-])cc3[N+](=O)[O-])c2=O)cc1	13	2	2.2	4	0.4	0.0	0	15	96	2
Cc1c(CCOC(=O)c2ccc([N+](=O)[O-])cc2)sc[n+]1CC(=O)c1ccccc1	0	-4	-2.3	1	3.5	0.2	9	-3	98	25
O=S(=O)(c1ccc(F)cc1)n1ccc2cccnc21	0	5	-2.4	-1	-2.6	0.0	-5	1	90	0

Source: PubChem BioAssay (several laboratories)
